Bioassay records (PubChem)
B2AR arrestin: beta2AR (human) beta-arrestin recruitment activity. beta-arrestin recruitment to beta2AR, cell-based reporter. Potency, µM (highest dose often 46.1 µM), for the others: top-dose activation, usual class: activators. 330,000 tested, 0.02% active. AID 492947;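 note: potency is the fitted concentration of half-maximal effect; 0% = DMSO controls and full agonism = EC100 isoproterenol or metaproterenol; nearly all actives have a fitted effect of over 65% in size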
Target sequence (P07550 whole entry, looked up): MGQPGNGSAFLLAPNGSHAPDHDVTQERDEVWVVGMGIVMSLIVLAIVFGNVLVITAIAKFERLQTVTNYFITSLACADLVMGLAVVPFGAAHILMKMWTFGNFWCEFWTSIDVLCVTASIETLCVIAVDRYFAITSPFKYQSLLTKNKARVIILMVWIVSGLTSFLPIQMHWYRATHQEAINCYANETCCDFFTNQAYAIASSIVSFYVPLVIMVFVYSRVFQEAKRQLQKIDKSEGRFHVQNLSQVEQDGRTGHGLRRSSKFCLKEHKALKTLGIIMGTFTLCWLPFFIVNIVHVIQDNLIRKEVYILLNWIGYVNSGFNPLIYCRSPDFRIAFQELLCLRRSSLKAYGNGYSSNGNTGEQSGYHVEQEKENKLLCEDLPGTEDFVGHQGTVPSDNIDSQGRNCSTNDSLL
TRPV1 agonist: human TRPV1 agonism; Q8NER1; TRPV1-expressing cells, Fluo-8 calcium influx, agonist mode; activation, % at 8.33 µM; 320,000 tested, 0.19% active; AID 540275; in the data active = activation above about 80%; inconclusive = between about 30% and that limit; note: 0% is about no effect
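Cells expressing TRPV1 were dye-loaded with Fluo-8 and read kinetically: 10 s baseline, 3 min after compound (agonist portion), then 2 min after EC20 capsaicin (allosteric enhancer portion). Calcium-bound dye fluorescence at 480/520 nm.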
BRCA1 expr up: increases BRCA1 expression; MCF7-BRCA1-FFLuc reporter, luminescence, 48 h; response scale: scaled: vehicle 0%, 10 µM genistein 100%; 380,000 tested, 1.1% active; Potency, µM (doses to about 46.1 µM), for inactives: at the highest dose activation, hits mostly activators; note: potency is the fitted concentration of half-maximal effect; nearly all actives have a fitted effect of over 80% in size; some results filed as inactive show a strong effect at the top dose
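First, MCF7-BRCA1-FFLuc cells (2000/well) attach for 2 h; next, compounds are pin-added and incubated 48 h at 37 °C; finally, luciferase reagent is added and luminescence read after 15 min.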
a7 integrin act: activates integrin-mediated alleviation for muscular dystrophy | 350,000 tested, 0.064% active | alpha7betagal myoblasts, beta-gal FDG fluorescence, 48 h | Potency, µM (doses to about 38.3 µM), inactives show at the highest dose activation, usual class: activators;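 note: potency is the fitted concentration of half-maximal effect; 100% = response of the positive control SU9516; nearly all actives have a fitted effect of over 60% in size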
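Alpha7betagal+/- myoblasts (passage 13) were plated 16-24 hr, then exposed to compounds (1:260 dilution of DMSO stock) for 48 hours at 37C. After MPER lysis, β-galactosidase reporter activity was read as FDG fluorescence (ex 480/em 540) after 30 minutes.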
TCR activator: T cell receptor activation; primary human leukocytes, anti-CD3, IL-2 HTRF, 48 h; Potency, µM (doses to about 9.22 µM), inactives show top-dose activation of IL-2 secretion, hits mostly activators; 330,000 tested, under 10 active; note: % of control where 0% means no effect
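IL-2 release read by HTRF sandwich (Eu cryptate donor, d2 acceptor, 665 nm emission) after 48 hr exposure of primary human leukocytes to compound together with anti-CD3 beads in the absence of co-stimulatory signals.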
ELG1 repair inh: ELG1-dependent DNA repair inhibition | HEK293T ELG1-luciferase reporter, luminescence, 16 h; DNA damage induced by 5-fluorouridine | 330,000 tested, 2.3% active | Potency, µM (highest dose often 46.1 µM), inactives show at the top dose activity change, negative = inhibition, actives largely listed as inhibitors; note: potency is the fitted concentration of half-maximal effect; % is set by controls: 0 for no effect and ±100 for the full control effect; nearly all actives have a fitted effect of over 55% in size
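In this reporter screen, reduction of luminescence relative to DMSO vehicle indicated activity. Compounds and 5-fluorouridine were added together to 2,000 cells per well, incubated for 16 hr at 37 °C, then developed with ONE-Glo.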
PTAP TSG101 blk: blocks PTAP/TSG101 interaction to inhibit HIV-1 budding; Fluorescence polarization, FITC-PTAP peptide / Tsg101 binding; 340,000 tested, under 10 active; Q99816; Potency, µM (titrated, usually from 115 µM), without a hit: at the highest dose activity change, negative = inhibition, usual class: inhibitors; active = well fitted inhibition curve with a large enough effect in the main read-out, with a control signal flat, not every such curve was filed as active; inconclusive = small, poorly fitted or top-dose-only effect, or effect the other way, or a change in a side signal; inactive = no such curve, though single readings can be large or run the other way; note: potency is the fitted concentration of half-maximal effect; % of control where 0% means no effect
Target sequence (Q99816 whole entry, looked up): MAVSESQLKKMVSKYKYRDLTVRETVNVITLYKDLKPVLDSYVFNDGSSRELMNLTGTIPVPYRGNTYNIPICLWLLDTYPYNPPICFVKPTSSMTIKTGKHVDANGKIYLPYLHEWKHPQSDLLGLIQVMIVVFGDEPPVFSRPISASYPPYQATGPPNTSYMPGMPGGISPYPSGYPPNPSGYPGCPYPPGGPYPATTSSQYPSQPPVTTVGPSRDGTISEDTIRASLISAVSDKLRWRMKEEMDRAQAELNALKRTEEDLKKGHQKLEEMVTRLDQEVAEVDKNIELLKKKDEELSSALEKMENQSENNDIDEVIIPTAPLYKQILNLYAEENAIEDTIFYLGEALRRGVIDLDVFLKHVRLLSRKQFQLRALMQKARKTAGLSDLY
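Fluorescence anisotropy tracks displacement of a FITC-tagged PTAP peptide (50 nM) from the Tsg101 binding domain (10 uM), following a 20 min room-temperature incubation at pH 7.5.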
AT treatment: potential ataxia-telangiectasia treatments restoring KAP-1 phosphorylation; 320,000 tested, 0.19% active; Potency, µM (top dose mostly 57.5 µM), for inactives: top-dose activation, hits mostly activators; […] A-T fibroblasts, KAP-1 phosphorylation AlphaLISA; neocarzinostatin DNA damage 30 min before lysis; note: potency is the fitted concentration of half-maximal effect; % of control where 0% means no effect; nearly all actives have a fitted effect of over 45% in size
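ATM-like activity read as KAP-1 phosphorylation via AlphaLISA donor/acceptor antibody pairs after lysis and 6 hr at 25C. Cells were ATM-null patient fibroblasts ([…], hTERT), dosed 60 min, then exposed to the DSB inducer NCS for 30 min.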
CXXC DNA block: inhibitors of human MLL CXXC domain-DNA interaction | 290,000 tested, 0.037% active | MLL-CXXC / FITC-HOXA9 DNA fluorescence polarization | Potency, µM (titrated, usually from 115 µM), for inactives: at the highest dose activity change, negative = inhibition, usual class: inhibitors | AID 2662; active = well fitted inhibition curve with a large enough effect in the polarisation, with a control signal flat, not every such curve was filed as active; inconclusive = small, poorly fitted or top-dose-only effect, or effect the other way, or a change in a side signal; inactive = no such curve, though single readings can be large or run the other way; the % refers to the polarisation; note: potency is the fitted concentration of half-maximal effect
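Purified MLL-CXXC (added from a 7 uM solution) was preincubated 5 min at ambient with pinned compounds in 50 mM Tris-HCl pH 7.5, 50 mM NaCl, 1 mM DTT, 0.05% BSA. Fluorescein-labeled HOX-A9 DNA (50 nM solution) followed, 30 min, then polarization read.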
p53 reactivation: restores transcriptional activity of mutant p53; 320,000 tested, 0.063% active; H1299 p53-A138V BP100-luciferase reporter, luminescence, 24 h; AID 504706; Potency, µM (titrated, usually from 92.2 µM), for inactives: top-dose activity change, positive = activation, actives largely listed as activators; note: potency is the fitted concentration of half-maximal effect; % of control where 0% means no effect; nearly all actives have a fitted effect of over 45% in size
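H1299 (p53-null), stable ts p53-A138V + BP100-Luc; 1000 cells/well, Opti-MEM/10% FBS; cpd 4 pt, 1:5; 24 h, 37 deg C, 5% CO2; detection reagent 10 min RT; luminescence.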
The depositor's hits bear a star; u = inconclusive; x = no result given; [ ] = another dose, or the depositor's remark. Unless noted, calls come from the whole dose curve; as a rule, active = well fitted curve in the direction sought with a large enough effect; inconclusive = small, poorly fitted or top-dose-only effect, or another doubt; inactive = no such curve, though single readings can be large; an effect the other way counts as inactive or inconclusive.

SMILES | B2AR arrestin | TRPV1 agonist | BRCA1 expr up | a7 integrin act | TCR activator | ELG1 repair inh | PTAP TSG101 blk | AT treatment | CXXC DNA block | p53 reactivation
O=C(c1ccccc1)C1CCN(C(=O)Nc2ccccc2)CC1 | -0.2% | u | 89% | 3% | -4% | -11% | -3% | -6% | -1% | 4%
O=C1CCc2cc(S(=O)(=O)NCCC(=O)NC3CCCCC3)ccc2N1 | 0.3% | 0 | -5% | 3% | 5% | 15% | -6% | -10% | 3% | 11%
COc1ccc2sc(C)nc2c1NC(C)=O | 0.1% | 1 | 0% | 1% | -1% | 2% | -3% | -3% | 1% | -2%
O=c1oc2ccccc2cc1-c1csc(Nc2nc3ccc(F)cc3s2)n1 | 5.4% | -9 | x | x | 3%[46.1 µM] | u | x | 1% | 2% | u
CCCCNC(=O)N(O)C1N(/N=C/c2ccccc2F)C(=S)SC1(C)C (stereo not given) | 0.3% | 24 | -7% | 27% | -4% | 7% | -6% | -5% | 3% | 5%
COc1cccc(S(=O)(=O)NCC(=O)N2CCCCCC2)c1 | 0.4% | 4 | 2% | 0% | -2% | -2% | -5% | -6% | -5% | 3%
CCCCN(CC)CCCNC(=O)c1ccc(CSc2nc3ccncc3[nH]2)cc1 | 0.0% | 2 | 25% | -27% | -3% | 13% | -3% | 1% | u | 0%
O=C(NCCN1CCN(C(=O)Nc2ccccc2)CC1)Nc1ccccc1 | 0.2% | 0 | -6% | 0% | 2% | -1% | -1% | 4% | -10% | -2%
O=c1c(=Nc2ccccc2O)c(=O)c2ccccc12 | -0.2% | -1 | 11µM* | -27% | -22% | u | 0% | 1% | 29% | 11%
CC(NC(=O)CC(c1ccccc1)c1cc(Cl)ccc1O)c1ccccc1 (stereo not given) | 0.2% | 11 | -52% | -6% | 2%[46.1 µM] | -26% | 1% | 0% | 4% | 18%
CCOC(=O)c1c[nH]c(=O)c(Br)c1O | -0.1% | 1 | 14% | -11% | 1%[46.1 µM] | -2% | 1% | 2% | 7% | 0%
Cc1ccc(-n2c(SCC(=O)N3CCOCC3)nc(O)cc2=O)cc1 | -0.7% | -3 | 1% | -6% | -3% | -4% | -8% | 9% | 29% | 13%
CC1CC(C)CN(c2oc(-c3ccccc3Cl)nc2C#N)C1 (stereo not given) | -0.4% | -2 | -11% | 9% | 2% | 9% | -8% | 8% | 1% | 6%
CCCC12CN3CC(C)(CN(C1)C3c1ccco1)C2=O (stereo not given) | -0.2% | u | -6% | -11% | -2% | 0% | 0% | 7% | -5% | -1%
COC(=O)Cc1ccc(NC(=O)c2ccccc2Cl)cc1 | -0.1% | -1 | -34% | 26% | -5% | u | 1% | 0% | 9% | -4%
COc1ccccc1NC(=O)CCCCCN1C(=O)c2cccc([N+](=O)[O-])c2C1=O | -0.2% | 2 | -1% | 36% | 0% | -2% | -5% | 0% | -11% | -3%
O=C(OCc1nnc(-c2ccccc2)o1)c1ccc([N+](=O)[O-])s1 | 0.5% | 11 | 3% | -15% | 8% | 4% | -7% | 5% | x | 18%
CCOc1nc(CC(C)C)c2c(c1C#N)CC(C)(C)OC2 | 0.1% | 6 | 9% | -9% | -2% | -4% | -1% | 38% | -1% | 1%
Cc1cc(C)c(S(=O)(=O)Nc2ccccc2C(=O)N2CCOCC2)c(C)c1 | -0.3% | 2 | -5% | 0% | 2% | -4% | 0% | 3% | 10% | 10%
Cc1ccc(N(C(=O)Cn2nnc(-c3cccs3)n2)C(C(=O)NC2CCCC2)c2ccncc2)cc1 (stereo not given) | 5.2% | x | -3% | -9% | 5% | 10% | 0% | -1% | 4% | 0%
Cc1ccc2[nH]c3c(c2c1)CN(C(=O)CN1CCN(c2cccc(C)c2C)CC1)CC3 | 0.0% | u | -84% | 4% | -3% | u | -14% | -2% | 21% | -19%
COc1cc2c(cc1OC)C1C(C(=O)Nc3ccccc3N3CCN(C)CC3)c3ccccc3C(=O)N1CC2 (stereo not given) | -0.1% | 0 | -5% | -3% | 5% | 19% | 1% | 5% | 6% | 0%
COc1ccc(NC(=O)c2cc(C)no2)cc1Cl | -0.2% | 19 | 2% | -12% | 2% | 24% | -5% | 10% | -2% | 10%
CN(C)c1nc2c(c(=O)[nH]c(=O)n2C)n1Cc1ccc(F)cc1 | 0.7% | -2 | -5% | -22% | -3% | 7% | -8% | -3% | 1% | 1%
CN1CCN(NC(=O)Nc2cc(Cl)cc(Cl)c2)CC1 | 0.4% | 2 | -19% | 8% | 1% | -8% | -5% | 9% | -7% | -3%

A second format for some results above.
SMILES	B2AR arrestin	TRPV1 agonist	BRCA1 expr up	a7 integrin act	TCR activator	ELG1 repair inh	PTAP TSG101 blk	AT treatment	CXXC DNA block	p53 reactivation
CC(NC(=O)CC(c1ccccc1)c1cc(Cl)ccc1O)c1ccccc1 (stereo not given)	0.2%	11	-52%	-6%	2%[46.1 µM]	-26%	1%	0%	4%	18%
CCOC(=O)c1c[nH]c(=O)c(Br)c1O	-0.1%	1	14%	-11%	1%[46.1 µM]	-2%	1%	2%	7%	0%

Carrying on.
SMILES | B2AR arrestin | TRPV1 agonist | BRCA1 expr up | a7 integrin act | TCR activator | ELG1 repair inh | PTAP TSG101 blk | AT treatment | CXXC DNA block | p53 reactivation
O=C(OCc1nnc(-c2cccs2)o1)C1=NN(c2ccccc2)C(=O)CC1 | -0.5% | -4 | 18% | 16% | x | u | -4% | 1% | x | u
COC(=O)Nc1ccc(S(=O)(=O)NC2CCCCC2)cc1 | -0.4% | 0 | 2% | -19% | -4% | 1% | -2% | 14% | 10% | -2%
CCCC(=O)NC(=S)Nc1ccc(NC(=O)c2cccs2)cc1 | -0.1% | 9 | 22% | 10% | x | u | -6% | 6% | -1% | 14%
O=C(OCc1ccccc1)N1CCC2CC1c1cc(-c3ccccc3)ccc12 (stereo not given) | x | x | 19% | -19% | -2% | x | 0% | x | x | x
Cc1cc(C)nc(NS(=O)(=O)c2ccc(-n3cccc3)cc2)n1 | -0.1% | 0 | 0% | 17% | -3% | -1% | -5% | -1% | -6% | -5%
COc1ccccc1[C@@H]1C(c2cccc(Cl)c2)=NN(c2ccccc2)[C@H]1C(=O)N1CCOC1=O | 0.1% | 1 | -9% | 17% | -3% | -10% | -4% | u | 5% | 2%
Cc1nn(CC(=O)NCc2cccs2)c(=O)c2nn(-c3ccccc3)c(C)c12 | -0.9% | 6 | -4% | 5% | -1% | 12% | -1% | 2% | 3% | -5%
COc1ccc(N(CC(=O)O)S(=O)(=O)c2ccc(OC)c(OC)c2)cc1 | -0.3% | 2 | 1% | 8% | -6% | -4% | -7% | -4% | -8% | 8%
COc1ccc(NC(=O)CCCNC(=O)c2ccc(Cl)cc2)cc1S(=O)(=O)N1CCCCC1 | x | x | -4% | 12% | -5% | x | -2% | x | x | x
O=C(Nc1cc(Cl)ccc1N1CCOCC1)c1cnccn1 | 1.9% | -1 | 2% | 11% | -2%[46.1 µM] | 5% | -5% | 3% | 0% | 12%
Clc1cccc(CNCCCSc2ncccn2)c1 | -0.7% | 0 | 1% | -9% | 2% | -4% | 1% | -7% | 5% | x
COc1ccc(NC(=O)CSc2ccc(-c3ccco3)nn2)cc1 | 0.3% | 5 | 19% | -2% | 3% | 10% | -2% | 0% | -5% | -1%
COc1cccc(C(=O)NCCSc2ccc(Br)cc2)c1 | -0.1% | u | -3% | 5% | -5% | 15% | -6% | -2% | u | 1%
O=C(Nc1ccc(Cl)cc1F)c1ccc2c(c1)C(=O)N(Cc1ccncc1)C2=O | 0.1% | x | -8% | 24% | 5% | -2% | -7% | -2% | x | 13%
CSCC[C@@H](C(=O)NCc1cccs1)N1Cc2ccccc2C1=O | 0.4% | -1 | 24% | 11% | 3% | 9% | -2% | 9% | 3% | -5%
O=C(NCc1ccc(F)cc1)C1Cc2ccccc2CN1C(=O)c1ccco1 (stereo not given) | -0.6% | 4 | -1% | -56% | 7% | -6% | 1% | 4% | 1% | -7%
COc1cc(C(CCN2CCOCC2)c2c(OC)cc(OC)c3c(-c4ccccc4)cc(=O)oc23)cc(OC)c1OC (stereo not given) | -0.1% | x | -42% | -20% | -5%[46.1 µM] | u | -6% | 13% | x | -13%
N#CCc1c(C#N)c(N)nc(N2CCCC(O)C2)c1C#N (stereo not given) | 0.0% | -1 | -12% | 0% | 3% | 3% | 0% | 2% | -2% | -2%
CCOC(=O)N1CCN(c2ccc(S(=O)(=O)N(Cc3ccccc3)Cc3ccccc3)cn2)CC1 | 0.0% | 1 | -69% | -42%[inhibitor] | -3% | u | -6% | 4% | 2% | -2%
Cc1c(NC(=S)NC(C)(C)C)c(=O)n(-c2ccccc2)n1C | 0.0% | 0 | -3% | 8% | -3% | 15% | 2% | 7% | -1% | 1%
O=C(CSc1nnc(-c2ccncc2)n1Cc1ccco1)Nc1ccccc1F | -0.6% | 0 | -4% | 25% | -2% | 12% | -7% | -1% | -4% | 2%
Cc1cc(C)cc(OCC(=O)Nc2ccccc2N2CCCCC2)c1 | -0.7% | 29 | -48% | 2% | -8% | -14% | 0% | 4% | 0% | -2%
